# ERG Ets-DNA blk = blocks human ERG Ets domain binding to DNA. P11308. fluorescence polarization, His-ERG Ets domain / labelled DNA. Potency, µM (doses to about 76.9 µM), without a hit: at the highest dose FP activity, negative = inhibition, usual class: inhibitors. 370,000 tested, 0.028% active; active = well fitted inhibition curve with a large enough effect in the polarisation, with a control signal flat; inconclusive = small, poorly fitted or top-dose-only effect, or effect the other way, or a change in a side signal; inactive = no such curve, though single readings can be large or run the other way; the % refers to the polarisation;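 note: polarization taken with two DNA probes labelled with fluorescein and Texas red; potency is the fitted concentration of half-maximal effect; % of control where 0% means no effect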
# Target sequence (P11308 whole entry, looked up, the tested form may be a part): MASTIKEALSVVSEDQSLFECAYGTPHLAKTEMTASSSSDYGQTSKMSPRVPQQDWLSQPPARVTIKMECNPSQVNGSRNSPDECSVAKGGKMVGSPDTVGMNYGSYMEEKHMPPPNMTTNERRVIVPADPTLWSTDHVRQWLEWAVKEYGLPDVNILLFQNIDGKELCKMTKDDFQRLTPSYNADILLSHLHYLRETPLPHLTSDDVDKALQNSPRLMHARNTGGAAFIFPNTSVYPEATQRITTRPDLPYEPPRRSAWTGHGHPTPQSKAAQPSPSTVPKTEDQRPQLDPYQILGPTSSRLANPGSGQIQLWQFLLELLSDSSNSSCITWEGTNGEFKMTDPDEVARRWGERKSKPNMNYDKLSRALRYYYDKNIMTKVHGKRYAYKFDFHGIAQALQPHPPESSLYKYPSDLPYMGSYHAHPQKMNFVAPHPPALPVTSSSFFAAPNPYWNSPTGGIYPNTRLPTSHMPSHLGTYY
#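 His-tagged ERG Ets domain (1 uM in the protein solution; 300mM KCl, 50mM Tris-HCl, 1mM EDTA, 1mM DTT, pH 7.5) received compound, then a probe mix of 5 nM fluorescein-DNA and 100nM Texas-615-DNA. Fluorescence polarization was read for both dyes.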
# Apoferritin bind = candidate novel general anesthetic via apoferritin binding; P02791; apoferritin/1-aminoanthracene competitive binding, fluorescence; Potency, µM (doses to about 77.5 µM), for the others: at the top dose activity change, negative = displacement, actives largely listed as inhibitors; 350,000 tested, 0.074% active; note: potency is the fitted concentration of half-maximal effect; % is set by controls: 0 for no effect and ±100 for the full control effect; nearly all actives have a fitted effect of over 20% in size
#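 Horse-spleen apoferritin (10 uM) in 50% saturated 1-aminoanthracene in PBS was incubated 10 min at room temperature with compound. Fluorescence (ex 380, em 535 nm) was normalized to free and bound 1-AMA, with concentration-response fitted by a four-parameter Hill equation.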
# APEX1 inh = APE1 (human) endonuclease inhibition; Potency, µM (doses to about 65.8 µM), without a hit: at the top dose activity change, negative = inhibition, actives largely listed as inhibitors; recombinant APE1, TAMRA/BHQ-2 abasic DNA cleavage fluorescence; P27695; 350,000 tested, 0.35% active;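 note: potency is the fitted concentration of half-maximal effect; plate controls were vehicle for no effect and reference inhibitor for full effect; nearly all actives have a fitted effect of over 55% in size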
# Target sequence (P27695 whole entry, looked up): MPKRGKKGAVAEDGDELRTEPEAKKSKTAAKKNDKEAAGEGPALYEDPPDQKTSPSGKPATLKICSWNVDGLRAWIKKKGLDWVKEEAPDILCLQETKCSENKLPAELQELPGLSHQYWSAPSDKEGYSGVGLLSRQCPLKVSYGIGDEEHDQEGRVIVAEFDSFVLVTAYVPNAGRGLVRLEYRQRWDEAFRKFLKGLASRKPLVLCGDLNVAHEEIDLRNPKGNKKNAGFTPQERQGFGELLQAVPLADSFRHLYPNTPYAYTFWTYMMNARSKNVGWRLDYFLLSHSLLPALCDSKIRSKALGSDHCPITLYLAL
#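 Enzyme (0.75 nM final) and test compound are incubated 15 min at room temperature before adding 50 nM quenched THF abasic-site duplex. Cleavage dequenches TAMRA, followed at 525/598 nm over three reads one minute apart.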
# Pol kappa inh = DNA polymerase kappa (human) inhibition; 400,000 tested, 0.53% active; Potency, µM (titrated, usually from 107 µM), without a hit: at the top dose activity, negative = inhibition, actives largely listed as inhibitors; Q9UBT6; purified Pol kappa, fluorescent DNA synthesis assay, 10 min; note: potency is the fitted concentration of half-maximal effect; % is set by controls: 0 for no effect and ±100 for the full control effect
#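 Enzyme at 10 nM met test compounds for 15 min at room temperature. Substrate addition (50 nM final) began the reaction, which was monitored by fluorescence at 0 and 10 min.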
# RGS4 inh = inhibitors of human regulator of G protein signaling 4 | Transcreener GDP fluorescence polarization, RGS4-accelerated GTP hydrolysis | 390,000 tested, 0.039% active | AID 504845 | P49798 | Potency, µM (titrated, usually from 114 µM), for inactives: at the highest dose activity change, negative = inhibition, actives largely listed as inhibitors; note: potency is the fitted concentration of half-maximal effect; % is set by controls: 0 for no effect and ±100 for the full control effect; nearly all actives have a fitted effect of over 75% in size; some results filed as inactive show a strong effect at the top dose
# Target sequence (P49798 whole entry, looked up): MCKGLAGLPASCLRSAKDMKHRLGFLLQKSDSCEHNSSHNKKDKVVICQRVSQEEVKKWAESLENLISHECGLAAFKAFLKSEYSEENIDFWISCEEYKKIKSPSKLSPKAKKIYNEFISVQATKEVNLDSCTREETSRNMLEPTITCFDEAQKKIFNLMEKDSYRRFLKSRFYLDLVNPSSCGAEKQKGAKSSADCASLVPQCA
#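 MLSMR compounds (23 nl, pin-transferred) preincubated 10 min at room temperature with a 500nM (2x) first reagent, then RGS4 at 900nM (2x) plus Transcreener GDP mix added; fluorescence polarization (620/688 nm) read before and after 90 min at 30 °C.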
# 12-LOX inh = blocks human arachidonate 12S-lipoxygenase. purified 12hLO, xylenol orange hydroperoxide absorbance. AID 1671190. Potency, µM (titrated, usually from 108 µM), for inactives: at the top dose activity change, negative = inhibition, most hits filed as inhibitors. 580,000 tested, 1.1% active; note: potency is the fitted concentration of half-maximal effect; % is set by controls: 0 for no effect and ±100 for the full control effect
#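 Purified human 12hLO at 150 nM in 25 mM Hepes, 0.01% Triton X-100, pH 7.0, preincubated 15 min at room temperature with compound. Reaction started with 40 uM arachidonic acid, 30 min at room temperature. Hydroperoxide measured by Fe-xylenol orange, 573/405 nm absorbance ratio.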
# Pol eta inh = DNA polymerase eta (human) inhibition | Q9Y253 | recombinant Pol eta, fluorescent DNA replication assay | Potency, µM (doses to about 114 µM), inactives show top-dose activity change, negative = inhibition, hits mostly inhibitors | 390,000 tested, 1.2% active; note: potency is the fitted concentration of half-maximal effect; % is set by controls: 0 for no effect and ±100 for the full control effect
#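 Fluorescent replication assay: 50 nM final substrate added after a 15 min room-temperature compound preincubation with 10 nM enzyme. Signal taken at 0 min and again at 10 min.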
# LDHA block = inhibitors of human lactate dehydrogenase A; P00338; purified LDHA, NADH/diaphorase-resazurin fluorescence; stronger effect = lower value; activity change, % (values are at about 110 or 230 µM); 480,000 tested, 0.15% active; in the data active = activity change below about -30%; inconclusive = mostly about -25% to -30%;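 note: plate controls were DMSO wells for no effect and wells without enzyme for full effect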
#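 LDH5 2 nM; NADH 0.06 mM, pyruvate 0.2 mM; 200 mM Tris pH 7.4, EDTA, Tween-20; 5 min RT. Detection: diaphorase 0.133 mg/mL + resazurin 37 µM, fluorescence ex540/em590 at 0 and 20 min; normalized to enzyme-free and DMSO wells.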
# POLB inh = inhibitors of human DNA polymerase beta; Pol beta primer extension/strand displacement, fluorescence kinetic; Potency, µM (series often up to 114 µM), inactives show at the highest dose activity change, negative = inhibition, actives largely listed as inhibitors; 340,000 tested, 1.3% active; note: potency is the fitted concentration of half-maximal effect; % is set by controls: 0 for no effect and ±100 for the full control effect
#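 Human Pol beta at 10 nM; strand-displacement substrate 50 nM final. Compound exposure 15 min at room temperature before start, reaction 10 min at room temperature.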
# Numbers without * were called inactive; u = inconclusive; x = no result given; & = joins results of further samples; [ ] = another dose, or the depositor's remark. Unless noted, calls come from the whole dose curve; as a rule, active = well fitted curve in the direction sought with a large enough effect; inconclusive = small, poorly fitted or top-dose-only effect, or another doubt; inactive = no such curve, though single readings can be large; an effect the other way counts as inactive or inconclusive. This is a subset; count on the stated rates, not on these rows.
no.	structure	ERG Ets-DNA blk	Apoferritin bind	APEX1 inh	Pol kappa inh	RGS4 inh	12-LOX inh	Pol eta inh	LDHA block	POLB inh
1	COCCNC(=O)c1ccc(N2CC3CC(C2)c2cccc(=O)n2C3)c(NC(=O)c2ccc(Br)o2)c1 (stereo not given)	16%	-9%	8%	-6%	25%[11.4 µM]	-4%	-10%	-2	-28%
2	CC(=O)CCC1C2C(O)C(C(C)C)C(OC(=O)/C=C/c3ccccc3)CC12C (stereo not given)	-5%	-17%	-9%	-3%	-2%	44%[activator]	-14%	-1	u
3	CC1(C)CC(OC(=O)c2ccco2)CC(C)(C)N1O	-1%	-11%	-2%	-12%	-16%[11.4 µM]	u	-14%	2	59%
4	Cc1ccc(C(=O)N(CCN2CCCCC2)CC2CCCN(C3CCCC3)C2)s1 (stereo not given)	9%	-11%	21%	2%	-20%	61%[activator]	-17%	2	-16%
5	Cc1cccc(NC(=O)c2ccccc2NC(=O)Cc2ccccc2)c1C	x	u	-5%	-6%	3%	0%	8%	-5	7%
6	CCOC(=O)Cn1c(C(F)(F)F)nc2nc(Cl)c(Cl)nc21	6%	x	x	-8%	-48%	-8%	-8%	8	x
7	CC(CCc1ccccc1)NC(=O)CCNS(=O)(=O)c1ccccc1C(F)(F)F (stereo not given)	3%	x	-5%	-6%	-13%	158%[activator]	-7%	-10	x
8	CCOC(=O)CN1CC23C=CC(O2)C(C(=O)NCc2cccs2)C3C1=O (stereo not given)	-7%	-1%	1%	-23%	-45%	-24%	-10%	-6	3%
9	O=C(Cc1cccc(Cl)c1)Nc1ccc(Br)cc1	20%	-8%	-3%	-1%	-10%	0%	-20%	-2	-8%
10	CCOC(=O)C1(C)C=C(Nc2cccc(C)c2)C(=O)N1c1ccccc1 (stereo not given)	4%	45%[activator]	x	2%	12%	-11%	-20%	-4	16%
11	CCn1c(=N)c(C(=O)NC)cc2c(=O)n3cccc(C)c3nc21	4%	129%[activator]	-9%	-5%	-15%	u	-11%	-7	13%
12	CCn1c2ccccc2c2cc(NC(=O)CSc3nnc(-c4ccc(OC)c(OC)c4)n3N)ccc21	4%	-15%	-3%	-10%	21%	0%	4%	0	0%
13	C#CCOCCOCCOCCNc1nc(N2CCN(C(=O)[C@H]([C@@H](C)O)n3cc(CCCCN)nn3)CC2)nc(N2CCN(C(=O)[C@H]([C@@H](C)CC)n3cc(CCCN=C(N)N)nn3)CC2)n1	3%	-12%	u	7%	8%	u	-13%	7	2%
14	CC1(C)C(=O)OC(c2cccs2)C(C)(C)C1=O (stereo not given)	3%	u	-1%	-16%	0%	-8%	-16%	-1	25%
15	CC1CCN(S(=O)(=O)c2ccc3c(c2)N(C)C(=O)CC(=O)N3C)CC1	7%&3%	-22%&-3%	57%[activator]	-3%&1%	u	-2%&2%	-5%&-17%	0&-8	0%&1%
16	CC1CCCCN1C(=O)Cn1c(=O)oc2cc(S(=O)(=O)N3CCCCC3)ccc21 (stereo not given)	-8%	-3%	-5%	-3%	32%	2%	-9%	-3	47%[activator]
17	Cc1cc(C)n(C(C)CC(=O)Nc2cccc(C(F)(F)F)c2)n1 (stereo not given)	-2%	-2%	x	-17%	-13%	-14%	-9%	-5	10%
18	Cc1cc(OC(C)C(=O)N2CCN(c3ccc(F)cc3)CC2)c2c(C)cc(=O)oc2c1 (stereo not given)	0%	-4%	32%	-1%	26%	-15%	-1%	-6	0%
19	COc1ccc2c(c1)c1c(c(=O)n(Cc3ccccc3)c(=O)n1CC(=O)NCc1ccc(C)cc1)n2C	0%	6%	x	-4%	2%	0%	-18%	-3	-13%
20	O=S(=O)(NCCN1CCOCC1)c1ccc(Cl)c(Cl)c1	-3%	-8%	2%	-15%	16%	-4%	2%	-5	3%
21	COc1cc(CN2CCN(Cc3c[nH]c4ccccc34)CC2CCO)cc(OC)c1 (stereo not given)	-1%	-8%	-10%	-12%	-1%	-2%	-12%	-6	46%
22	CCOc1ccc(NC(=O)Cn2cc(C(=O)c3ccccc3)c(=O)c3cc4c(cc32)OCCO4)cc1	0%	-22%	x	-10%	-21%	-8%	-13%	-2	0%
23	C=CCSc1nc2sc3c(c2c(=O)[nH]1)CC(C)(CC)OC3 (stereo not given)	-4%	-9%	4%	6%	2%[56.9 µM]	0%	-9%	0	19%
24	COc1ccccc1N1CCN(CC(=O)c2c(C)[nH]c3ccccc23)CC1	x	-15%	3%	-7%	-4%	-13%	-9%	4	u

# An excerpt of these results, with two lines to a compound.
# Each structure is followed by: ERG Ets-DNA blk, Apoferritin bind, APEX1 inh, Pol kappa inh, RGS4 inh, 12-LOX inh, Pol eta inh, LDHA block, POLB inh
5) Cc1cccc(NC(=O)c2ccccc2NC(=O)Cc2ccccc2)c1C
→ x, u, -5%, -6%, 3%, 0%, 8%, -5, 7%
6) CCOC(=O)Cn1c(C(F)(F)F)nc2nc(Cl)c(Cl)nc21
→ 6%, x, x, -8%, -48%, -8%, -8%, 8, x
7) CC(CCc1ccccc1)NC(=O)CCNS(=O)(=O)c1ccccc1C(F)(F)F (stereo not given)
→ 3%, x, -5%, -6%, -13%, 158%[activator], -7%, -10, x
8) CCOC(=O)CN1CC23C=CC(O2)C(C(=O)NCc2cccs2)C3C1=O (stereo not given)
→ -7%, -1%, 1%, -23%, -45%, -24%, -10%, -6, 3%
9) O=C(Cc1cccc(Cl)c1)Nc1ccc(Br)cc1
→ 20%, -8%, -3%, -1%, -10%, 0%, -20%, -2, -8%
10) CCOC(=O)C1(C)C=C(Nc2cccc(C)c2)C(=O)N1c1ccccc1 (stereo not given)
→ 4%, 45%[activator], x, 2%, 12%, -11%, -20%, -4, 16%
11) CCn1c(=N)c(C(=O)NC)cc2c(=O)n3cccc(C)c3nc21
→ 4%, 129%[activator], -9%, -5%, -15%, u, -11%, -7, 13%
12) CCn1c2ccccc2c2cc(NC(=O)CSc3nnc(-c4ccc(OC)c(OC)c4)n3N)ccc21
→ 4%, -15%, -3%, -10%, 21%, 0%, 4%, 0, 0%

# (more compounds)
no.	structure	ERG Ets-DNA blk	Apoferritin bind	APEX1 inh	Pol kappa inh	RGS4 inh	12-LOX inh	Pol eta inh	LDHA block	POLB inh
25	CCC(C(=O)Nc1ccsc1C(=O)OC)c1ccccc1 (stereo not given)	-4%	-9%	2%	-6%	u	0%	-20%	0	6%
26	O=C(COC(=O)c1ccc(N2CCCC2=O)cc1)c1ccccc1	5%	-14%	10%	8%	-28%	u	-17%	-1&5	31%
27	Cc1cc(C)c2oc(-c3cccc(NC(=O)COc4ccc([N+](=O)[O-])cc4)c3)nc2c1	-1%	-7%	x	-2%	-8%	u	10%	-9&-4	15%
28	Cc1cccc(Cn2nnc3ccccc32)c1O	7%	x	18%	-1%	4%	-3%	-7%	1	x
29	O=C(Nc1ccccc1C(=O)NCC1CCCO1)c1ccc(Cl)cc1Cl (stereo not given)	0%	-12%	-3%	4%	6%	-22%	-6%	-5	31%
30	O=C(Nc1ccccc1)N1CCN(Cc2ccc3c(c2)OCO3)CC1	-5%	-7%	10%	4%	u	-12%	-21%	0	6%
31	O=C1OCCN1C(=O)[C@H]1[C@H](c2ccc(Cl)cc2)C(c2ccc(F)cc2)=NN1c1ccc(Br)cc1	4%	498%[activator]	-17%	-17%	19%	-19%	-16%	-3	x
32	CCc1nc2nc(C)c(NS(=O)(=O)c3ccc(C)c(C)c3)c(=O)n2[nH]1	-2%	3%	2%	-13%	-6%	u	0%	-5	39%
33	CC(Oc1ncnc2ccccc12)C(=O)Nc1cccc(S(=O)(=O)N2CCOCC2)c1 (stereo not given)	0%	-7%	18%	0%	0%	6%	-7%	1	8%
34	COc1ccc(OC)c(-n2c(=S)[nH]c3c(sc(=S)n3-c3ccccc3)c2=O)c1	10%	-9%	4%	15%	u	-10%	-10%	-3	4%
35	COc1cc2c(cc1OC)C(COc1ccc(F)cc1)N(C(=O)c1ccco1)CC2 (stereo not given)	0%	-17%	-6%	-25%	19%	-14%	-3%	-5	1%
36	COc1ccc(/C(O)=C2\C(=O)C(=O)N(CCN(C)C)C2c2cc(OC)c(OC)c(OC)c2)c(C)c1 (stereo not given)	0%	-11%	2%	-5%	-6%	-3%	-20%	-1	-1%
37	Fc1cccc(-n2c(-c3ccco3)nc3nc4ccccc4nc32)c1	1%	-2%	u	-12%	-13%	479%[activator]	-8%	-1	-6%
38	Cc1ccc(Cl)c2c1N[C@@H](c1ccc(C(=O)O)cc1)[C@H]1CC=C[C@@H]21	11%	-11%	x	32µM*	-53%	-16%	u	-4	16µM*
39	Cc1ccoc1C(=O)N1CCCCC1C(=O)O (stereo not given)	6%	-7%	-5%	-15%	u	-6%	-13%	-7	-6%
40	CCC(=O)Nc1ccc(S(=O)(=O)Nc2cccc(C)c2)cc1OC	-9%	-15%	1%	-7%	9%	0%	-5%	-8	-15%
41	COc1ccc(CCNC(=O)CSc2nc(O)c(C(C)C)c(=O)[nH]2)cc1OC	x	3%	12%	-1%	7%	0%	-12%	-1	9%
